Pf Dd2 growth: Plasmodium falciparum Dd2 growth inhibition; hit rate 4.3% among 120,000; Potency, µM (top dose mostly 28.9 µM), for the others: at the highest dose activity, negative = inhibition, usual class: inhibitors; P. falciparum Dd2 growth, SYBR Green, 72 h; active = well fitted inhibition curve with a large enough effect; inconclusive = small, poorly fitted or top-dose-only effect; inactive = no such curve, though single readings can be large or run the other way;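 note: plate controls were DMSO vehicle for no effect and reference drug for full effect; nearly all actives have a fitted effect of over 65% in size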
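Readout: SYBR Green fluorescence, 485 nm excitation, 535 nm emission, after ~16 h lysis at 37C. Before that, Dd2-infected red cells (2.5% hematocrit) grew 72 h with compound, 29 uM top final concentration.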
Starred values were filed as active, the others as inactive; i = inactive; ? = inconclusive; [ ] = another dose, or the depositor's remark. Potency is the fitted concentration of half-maximal effect. Some of the compounds tested, so the mix of outcomes need not match the whole.

| Structure | Pf Dd2 growth |
| --- | --- |
| CCC1CCCCN1CCCNC(=O)c1cc2c(=O)n(CC)c3ccccc3c2s1 (stereo unspecified) | ? |
| COc1ccc(CN2CCC3(C2)C(=NC2CCCCC2)NC(=O)N3c2cc(F)cc(F)c2)cc1 (stereo unspecified) | ? |
| COC[C@@H]1CN(c2ncccn2)C[C@H]1C(=O)NCc1ccccn1 | -9% |
| CC1CCC2(CC1)NC(=O)N(CC(=O)Nc1ccccc1Cl)C2=O (stereo unspecified) | -2% |
| Cc1ccc(C(=O)NC[C@H]2O[C@@H](CC(=O)N3CCN(c4ccc(F)cc4)CC3)[C@H](O)[C@@H]2O)cc1 | 1% |
| CC(=O)C1=C(c2ccccc2)N(C(C)=O)n2c(nnc2C2CCCCC2)S1 | 1.1µM* |
| COc1ccc2c(c1)CCN=C2C[C@H]1CN(C(=O)NC2CCCCC2)CC[C@H]1CC(=O)O | -17% |
| O=C(NCc1ccccc1)NCC1CCOCC1 | 8% |
| CN(C)C(=O)N1CCN(c2cccc(C=O)c2)C(=O)C1 | 46%[activator][44.1 µM] |
| CCOc1ccc(NC(=O)Cn2c(=O)n(CCCCC(=O)NCc3ccc4c(c3)OCO4)c(=O)c3ccccc32)cc1 | ? |
| CN(C)c1ccc(-c2nnnn2[C@H]2CO[C@H]3[C@@H]2OC[C@H]3OC(=O)Nc2cccc(C#N)c2)cc1 | -6% |
| CCOC(=O)c1ccccc1NC(=O)Cn1nc2n(c1=O)CCCCC2 | -7% |
| Cc1ccc(C2Cn3nnc(C(=O)N4CCC(C(=O)Nc5ccc(F)cc5)CC4)c3CO2)cc1 (stereo unspecified) | i |
| CC(C)c1noc(-c2cccn3c(CNC(=O)C4CCCCC4)nnc23)n1 | 12% |
| Cn1cccc1CN1C[C@@H](CO)[C@H](NC(=O)c2ccccc2)C1 | ? |
| Cc1cccc(N2CCN(C(=O)CN3C(=O)COc4ccc(S(=O)(=O)N5CCOCC5)cc43)CC2)c1C | -26% |
| O=C(O)CCCC(=O)N1Cc2ccccc2CC2(CCCN(Cc3ccccn3)C2)C1 (stereo unspecified) | ? |
| CCCCN1C(=O)C(O)(CC(=O)c2ccc(C(C)(C)C)cc2)c2ccccc21 (stereo unspecified) | 1.3µM* |
| COCCNC(=O)c1ccc2c(=O)n(CCOC)c(SCC(=O)c3c[nH]c4ccccc34)nc2c1 | -24% |
| c1ccc(CNc2ncc(CN3CCC4(CCNCC4)C3)cn2)cc1 | ? |
| CC1(C(=O)N2CCN(c3ncccn3)CC2)CCOCC1 | 1% |
| Cn1nc(C(=O)Nc2cccc(C(F)(F)F)c2)c2c1-c1ccccc1S(=O)(=O)C2 | ? |
| CN1C[C@H](NC(=O)C2CCOCC2)CCC[C@@H](C(=O)NC2CC2)CC1=O | -3%[44.1 µM] |
| CNC(=O)C1CCC(Cn2c(=O)c3sccc3n(CC(=O)Nc3ccccc3)c2=O)CC1 (stereo unspecified) | ? |
| COc1ccccc1N(Cc1cc2cccc(C)c2[nH]c1=O)C(=O)c1cccc(Cl)c1 | i |
| COc1cc2c(cc1OCc1ccccc1)N([S+](=O)([O-])c1cccc(C)c1)CC21CCN(C)CC1 | ? |
| O=C(CCC1CCN(S(=O)(=O)c2ccccc2)CC1)NCc1ccc(F)cc1 | ? |
| CC(C)c1nccn1CCCNC(=O)c1ccc(-c2ccccc2F)nc1 | -20% |
| COC(=O)[C@H](Cc1ccc(OC)cc1)NC(=O)[C@H]1CN(C(=O)Nc2ccccc2)CCN1C(=O)C1CCCCC1 | i |
| COc1ccc2c(CNCc3ccc(C)o3)c(C(=O)O)n(Cc3ccccc3)c2c1 | -16% |
| Cc1cnc(C(=O)N2CCc3onc(-c4ccc(F)c(F)c4)c3C2)cn1 | -12% |
| O=C(NCc1cccs1)c1ccc2c(c1)OCCN(c1ccccc1)C2 | ? |
| COc1ccc(-c2noc([C@@H](C)NC(=O)C3CCCC3)c2C(=O)O)cc1 | i |
| O=C(CCC1CCN(S(=O)(=O)c2ccccc2)CC1)N1CCCCC1 | -16% |
| COc1ccc(C(CC(=O)N2CCC(C(N)=O)CC2)c2ccccc2)cc1 (stereo unspecified) | -7% |
| CCc1ccc2occ(CC(=O)Nc3c(C(=O)Nc4ccc(OC)cc4)oc4ccccc34)c2c1 | ? |
| Cc1cccc(C)c1NC(=O)CCS(=O)(=O)c1ccc2c(c1)n(C)c(=O)c(=O)n2C | 22% |
| Cc1nccn1Cc1nnc(C2CCCN(S(=O)(=O)C3CC3)C2)n1C (stereo unspecified) | -14% |
| COC(=O)c1n[nH]n(-c2ccccc2)c1=O | 54%[activator] |
| CN1CCOc2c(C(=O)NCCC(N)=O)cc(-c3ccccc3O)cc21 | -12%[44.1 µM] |
| Cc1ccc(C)c(N2CCN(S(=O)(=O)c3ccc4c(c3)CC(=O)N4C)CC2)c1 | 18% |
| Cc1cc(-c2cc3c(cn2)CN(Cc2ccccn2)CCN3)ccn1 | i |
| CCCCC1CN2CCCC2CN1 (stereo unspecified) | ? |
| O=C(c1cccc(N2CCNC2=O)c1)N1CC(=O)N(C2CCCCC2)CC(OCc2ccccc2)C1 (stereo unspecified) | i |
| COc1ccc(-c2cc(N3CCCN(C(=O)Cc4cccc(OC)c4)CC3)n[nH]2)cc1 | ? |
| COCCN1CCC(N2CCN(S(=O)(=O)c3cccc(C)c3)CC2)C1=O (stereo unspecified) | i |
| O=C(Cc1ccccc1)NC1CCN(C(=O)N2CC3CC(C2)[C@H]2CCCC(=O)N2C3)CC1 (stereo partly specified) | -4% |
| O=C(O)c1ccc2c(c1)CC(=O)N2Cc1ccc(F)cc1 | i |
| Cc1nc(-c2ccccc2OC2CN(S(=O)(=O)Cc3ccccc3F)C2)no1 | ? |
| CCOC(=O)c1cccc(NC(=O)c2cc(S(=O)(=O)N3CCCC3)cn2C)c1 | -8% |
| COc1ccc(S(=O)(=O)N2CCC3(CC2)CC(OCC2CC2)CCO3)cc1 (stereo unspecified) | 3.5µM* |
| Cc1cccc(C(=O)N2C(C(=O)NCC3CCCO3)COC23CCC(C)CC3)c1 (stereo unspecified) | -6% |
| COCCn1nc2n(c1=O)CCN(C(=O)COc1ccc(F)cc1)CC2 | 58%[activator] |
| COCC(=O)NC[C@@H]1C=C(C)[C@H](CC(=O)N(C)Cc2ccccc2)C[C@H]1C(C)C | -5%[44.1 µM] |
| CC(C)(Oc1nn(CC2CCOCC2)c2ccccc12)C(=O)NCCc1ccccc1 | -9%[44.1 µM] |
| CNC(=O)CCC[C@@H]1[C@H]2CCCN3CCC[C@@H](CN1C(=O)NCCc1ccccc1)[C@@H]23 | 14% |
| COc1cccc(C(=O)N2CCC(N3C[C@H](O)C[C@H]3C(=O)NCCN3CCCC3)CC2)c1 | -6% |
| Cc1ccc2c(C(=O)NCCc3cccnc3)cc(NC(=O)C(C)C)cc2n1 | -12% |
| COCCNC(=O)CCn1c(=O)c2cc(OC)c(OC)cc2n(CC(=O)Nc2ccc(F)c(Cl)c2)c1=O | 7% |
| COc1ccc(CSc2nc3ccncc3n2CC(=O)Nc2ccc(C)c(F)c2)cc1 | i |

More results follow.
| Structure | Pf Dd2 growth |
| --- | --- |
| CCOc1ccc(NC(=O)c2oc3ccccc3c2NC(=O)COc2cccc(OC)c2)cc1 | 13% |
| COc1ccccc1CNC(=O)c1cccc(Nc2nc3ccccc3n3nnnc23)c1 | ? |
| CC(C)(O)CCc1ccc(C(=O)N2CCOc3ccc(Cl)cc3C2)cc1 | -19% |
| COc1ccc(CC(=O)NCCc2csc(-c3cccc(F)c3)n2)cc1OC | i |
| CCCn1cc(-c2ccncc2)cc1C(=O)Nc1ccccc1C | ? |
| COc1ccc(-c2nc(-c3ccccc3)c(-c3ccc(F)cc3)[nH]2)c(OC)c1C | 11µM* |
| O=C(Nc1ccc2nc(SCC(=O)N3CCc4ccccc43)sc2c1)c1cccc(F)c1 | ? |
| Cc1nc(C(C)C)sc1C(=O)N(C)Cc1cc(C2CC2)n[nH]1 | 1% |
| CN1CCCCCCN(S(=O)(=O)c2cccs2)[C@H]2CCC[C@H]2C1=O | ? |
| COc1ccc(CCNC(=O)CCn2ccn3nc4c(c3c2=O)CCCC4)cc1OC | ? |
| C=CCCC(CN1CCSCC1)Oc1nccc(C)n1 (stereo unspecified) | -16% |
| CN(Cc1ccccc1)C[C@H]1CN2CC[C@H]1C[C@@H]2CNC(=O)Nc1cccc(C#N)c1 | ? |
| CCc1ccccc1NC(=O)CN(Cc1ccccc1)S(=O)(=O)c1ccc2nc(C)sc2c1 | 141%[activator][5.79 µM] |
| O=C(Cc1cccc(F)c1)NCc1nnc2ccc(-c3ccc(F)cc3)nn12 | -23% |
| COc1ccc2c(c1)C1(CCN(S(=O)(=O)c3cccc(F)c3)C1)C(=O)N2 (stereo unspecified) | -12% |
| Cc1ccc(NC(=O)N2CCC3(CC2)Oc2ccccc2C(=O)N3Cc2ccc(F)cc2)cc1 | 11µM* |
| CNc1cc(C)nc(N2CCN(Cc3cccc(OC)c3)C(CCO)C2)n1 (stereo unspecified) | -10% |
| COc1ccc(CNC(=O)[C@@H]2COCC(=O)N2Cc2ccc(OC)c(OC)c2)cc1 | 23% |
| COCCOC(=O)C1=C(C)N=C2SC=C(CC(=O)NCc3ccco3)N2C1c1ccccc1OC (stereo unspecified) | ? |
| O=C1NCc2ccccc2CC12CCCN2Cc1ccnc(Cl)c1 (stereo unspecified) | ? |
| Cn1nccc1C(=O)N1CCCCCCNC(=O)[C@@H]2C[C@@H](c3nc(-c4cccnc4)no3)C[C@@H]21 | -24% |
| CCOC(=O)c1cc2c(=O)n3ccccc3nc2n(Cc2ccco2)c1=NC(=O)c1cccc(Br)c1 | ? |
| Cc1cc(=O)n(CC(=O)Nc2ccc(Br)cc2)c(N2CCOCC2)n1 | ? |
| Cc1ccc(-n2cccn2)c(-c2nccn2-c2ccc(C(N)=O)cc2)c1 | 11% |
| Cc1ccc(CN2CC[C@H]3C(=O)NCCCCCN(Cc4cccnc4)[C@@H]3C2)o1 | -15% |
| CC(C)(C)c1cc(CC2(NCc3ccc(Cl)cc3)COC2)no1 | -11%[44.1 µM] |
| CCOC(=O)c1c(NC(=O)CSc2cn(CCNC(=O)c3ccccc3F)c3ccccc23)sc2c1CCC2 | ? |
| O=C(NCc1ccnc2[nH]ccc12)c1ccccc1 | ? |
| Cn1ccnc1CNC(=O)C[C@@H]1C[C@H]2O[C@H](CNCc3ccccc3C(F)(F)F)[C@@H](O)[C@H]2O1 | 11% |
| O=C(Nc1ccc([C@H]2OCC(=O)N(C3CCOCC3)[C@@H]2CO)cc1)c1ccc(F)c(Cl)c1 | 1% |

Entries listed so far containing a cyano group (2):
| Structure | Pf Dd2 growth |
| --- | --- |
| CN(C)c1ccc(-c2nnnn2[C@H]2CO[C@H]3[C@@H]2OC[C@H]3OC(=O)Nc2cccc(C#N)c2)cc1 | -6% |
| CN(Cc1ccccc1)C[C@H]1CN2CC[C@H]1C[C@@H]2CNC(=O)Nc1cccc(C#N)c1 | ? |

Quoted from the listing:
Under Pf Dd2 growth, `COc1ccc(-c2nc(-c3ccccc3)c(-c3ccc(F)cc3)[nH]2)c(OC)c1C` has 11µM*
Under Pf Dd2 growth, `CN(C)C(=O)N1CCN(c2cccc(C=O)c2)C(=O)C1` has 46%[activator][44.1 µM]
Under Pf Dd2 growth, `Cc1cccc(N2CCN(C(=O)CN3C(=O)COc4ccc(S(=O)(=O)N5CCOCC5)cc43)CC2)c1C` has -26%

Continuation:
| Structure | Pf Dd2 growth |
| --- | --- |
| CCOC(=O)N1CCN(S(=O)(=O)N2CCCC(C(=O)NCc3cc(Br)ccc3OC)C2)CC1 (stereo unspecified) | -24% |
| O=[S+]([O-])(c1cccs1)N1CCc2nc(-c3ccc(Cl)cc3)nc(-c3ccccc3)c2C1 | i |
| CCCCC(=O)NC1CCN(c2cnn(Cc3ccccc3)c(=O)c2)CC1 | ? |
| COc1ccnc(-c2nnc3ccc(N(C)c4ccccc4)nn23)c1 | ? |
| CC(=O)Nc1ccc2c(c1)nc1n2[C@@H](CNC(=O)c2ccccc2)COC1 | -15%[44.1 µM] |
| Cc1nc([C@@H]2CN(C(=O)Cc3cccnc3)C[C@H]2C(N)=O)n[nH]1 | 5% |
| COc1ccc(NCc2cccn2-c2nnc(N3CCOCC3)s2)c(OC)c1 | ? |
| Cc1cc(C)c2oc(C(=O)Nc3ccc(S(=O)(=O)Nc4ncccn4)cc3)cc(=O)c2c1 | 38%[activator] |
| O=C(Nc1c(C(=O)Nc2ccc(F)cc2)oc2ccccc12)c1cc2ccccc2o1 | i |
| Cc1cccc(-n2ncc3c(N4CCCCCC4)ncnc32)c1 | -3% |
| Cc1ccc(Cn2c(=O)n(CCc3ccccc3)c(=O)c3sc4ccccc4c32)cc1 | i |
| Cc1nc2c(c(-c3ccc(Cl)cc3)n1)CCN(C(=O)c1ccccc1C)CC2 | -15% |
| O=C(NC[C@H]1Cn2c(-c3ccc(F)cc3)cnc2CO1)c1cccnc1 | ? |
| COC(=O)c1ccccc1NC(=O)c1cc(CN2CCOCC2)on1 | -21% |
| CC(=O)c1cccc(NC(=O)c2cc3c(s2)-c2c(C)cccc2OC3)c1 | -2% |
| CN(C)C[C@@H]1CN(Cc2ccccn2)C[C@H]1NC(=O)c1ccc(Cl)cc1 | ? |
| COc1cccc(-c2cc3c(=O)n(CCNC(=O)Cc4ccccc4C)ccn3n2)c1 | -9% |
| Cc1ccc(CNC(=O)C2Cn3cccc3C(=O)N2)o1 (stereo unspecified) | -9% |
| Cc1nc(-c2cn(C3CCCN(C(=O)c4c(F)cccc4F)C3)nn2)no1 (stereo unspecified) | i |
| COc1cccc(N2CCN(C(=O)c3c4c(nc5ccccc35)C(=O)N(C3CCCCC3)C4)CC2)c1 | ? |
| CN(Cc1nccn1Cc1ccccc1)C(=O)C1NCCc2[nH]cnc21 (stereo unspecified) | -2% |
| Cc1c(Cl)cccc1NC(=O)Cn1c(C)cc2nc3n(c(=O)c21)CCCC3 | ? |
| COc1ccc(OC)c(CN2CCNc3cnc(-c4ccccc4)cc3C2)c1 | i |
| CC(C)(C)C(=O)N1CC[C@H]2CC(=O)N([C@@H](Cc3ccccc3)C(N)=O)CC[C@H]2C1 | -22%[44.1 µM] |
